High-throughput results from PubChem BioAssay.
PME-1 primary: PME-1 (human) inhibition; Q9Y570; recombinant PME-1, FP-Rh probe fluorescence polarization; inhibition, % at 5.9 µM; 320,000 compounds, 0.53% hits; AID 2130;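 active = inhibition above the campaign mean of all compounds plus 3 SD, cut at about 26% in these data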;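 note: competitive labeling of PME-1 active site by serine hydrolase directed probe; 0% = PME-1 with DMSO and 100% = wells lacking PME-1 enzyme; inhibitors block probe labeling so polarization falls and inhibition rises; many of its hits are not listed in these tables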
Target sequence (Q9Y570 whole entry, looked up): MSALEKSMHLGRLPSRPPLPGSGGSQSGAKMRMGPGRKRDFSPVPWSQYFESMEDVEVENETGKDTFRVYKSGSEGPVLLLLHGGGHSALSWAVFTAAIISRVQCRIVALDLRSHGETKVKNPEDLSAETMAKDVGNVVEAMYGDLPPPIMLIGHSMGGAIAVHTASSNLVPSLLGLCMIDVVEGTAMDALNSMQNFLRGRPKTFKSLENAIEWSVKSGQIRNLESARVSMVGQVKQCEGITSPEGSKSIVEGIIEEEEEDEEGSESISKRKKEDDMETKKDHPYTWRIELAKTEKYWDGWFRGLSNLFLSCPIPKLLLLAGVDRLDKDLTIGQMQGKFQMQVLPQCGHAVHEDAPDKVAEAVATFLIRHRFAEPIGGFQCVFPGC
LYPLA2 inh: LYPLA2 (human) inhibition in PME1 counter-screen. O95372. recombinant LYPLA2, FP-Rh probe fluorescence polarization. inhibition, % at 5.9 µM. 320,000 compounds, 0.38% hits;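 active = inhibition above the screen-wide mean plus 3 SD, limit set per campaign, cut at about 26% in these data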;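 note: 0% = LYPLA2 with DMSO and 100% = wells lacking LYPLA2 enzyme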
Target sequence (O95372 whole entry, looked up): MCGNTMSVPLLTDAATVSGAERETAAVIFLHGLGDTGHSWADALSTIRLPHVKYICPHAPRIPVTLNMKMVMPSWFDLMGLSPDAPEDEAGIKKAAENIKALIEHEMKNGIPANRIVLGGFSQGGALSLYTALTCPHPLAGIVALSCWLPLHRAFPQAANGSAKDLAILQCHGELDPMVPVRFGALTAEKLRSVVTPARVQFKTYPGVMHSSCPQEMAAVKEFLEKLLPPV
PAFAH1B3 inh: PAFAH1B3 (human) inhibition. Q15102. recombinant PAFAH1B3, FP-rhodamine probe, fluorescence polarization. inhibition, % at 3.39 µM. 340,000 compounds, 0.28% hits;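 active = inhibition above the screen-wide average of all tested compounds plus 3 SD, cut at about 25% in these data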;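 note: 0% = enzyme with DMSO only and 100% = wells lacking PAFAH1B3 protein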
Target sequence (Q15102 whole entry, looked up): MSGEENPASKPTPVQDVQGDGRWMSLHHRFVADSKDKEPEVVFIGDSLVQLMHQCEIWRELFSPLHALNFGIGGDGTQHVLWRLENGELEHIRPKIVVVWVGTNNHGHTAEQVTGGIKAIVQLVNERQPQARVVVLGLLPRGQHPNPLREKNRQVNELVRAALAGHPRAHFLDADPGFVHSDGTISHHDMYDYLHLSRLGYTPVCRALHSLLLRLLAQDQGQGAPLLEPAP
pPAFAH FP inh: inhibitors of human plasma PAF acetylhydrolase (pPAFAH) | Q13093 | recombinant pPAFAH, FP-rhodamine probe fluorescence polarization | inhibition, % at 3.39 µM | 330,000 compounds, 1.5% hits;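 active = inhibition above the mean inhibition across the screen plus 3 SD, cut at about 25% in these data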;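 note: inhibitors block binding of the rhodamine activity-based probe so polarization drops; 0% = enzyme with DMSO and 100% = wells lacking pPAFAH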
PAFAH2 FP inh: PAFAH2 (human) inhibition; Q99487; recombinant PAFAH2, FP-rhodamine activity probe, fluorescence polarization; inhibition, % at 3.39 µM; 340,000 compounds, 0.99% hits; AID 492956;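 active = inhibition above the mean over all tested compounds plus 3 SD, cut at about 30% in these data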;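 note: inhibitors block probe labeling of enzyme so polarization drops; 0% = enzyme with DMSO and 100% = wells lacking PAFAH2 protein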
PAFAH1B2 inh: PAFAH1B2 (human) inhibition; inhibition, % at 3.39 µM; recombinant PAFAH1B2, FP-rhodamine activity probe, fluorescence polarization; 340,000 compounds, 1.2% hits; P68402;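 active = inhibition above the mean of all tested compounds plus 3 SD, cut at about 24% in these data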;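 note: 0% = enzyme with DMSO and 100% = wells lacking PAFAH1B2; many of its hits are not listed in these tables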
LYPLA1 counter: blocks human lysophospholipase 1, a PME1 counter-screen; 320,000 compounds, 0.16% hits; inhibition, % at 5.9 µM; recombinant LYPLA1, FP-Rh probe fluorescence polarization; O75608;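 active = inhibition above the mean of all tested compounds plus 3 SD, set per campaign, cut at about 14% in these data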;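 note: inhibitors block serine hydrolase probe labeling of LYPLA1 so polarization falls; 0% = enzyme with DMSO and 100% = wells lacking LYPLA1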
PAD4 inh: PAD4 (human) enzyme inhibition; AID 485272; inhibition, % at 6.36 µM; 330,000 compounds, 0.41% hits; recombinant PAD4, RCA probe fluorescence polarization; Q9UM07;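 active = percent inhibition above a cutoff equal to the mean of all tested compounds plus 3 SD, cut at about 15% in these data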;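 note: 0% = PAD4 with RCA probe and DMSO and 100% = probe without PAD4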
GSTO1 inh: counter-screen for RBBP9 inhibitors: inhibitors of human GSTO1. recombinant GSTO1, activity-based probe fluorescence polarization. 300,000 compounds, 1.1% hits. P78417. inhibition, % at 5.96 µM;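 active = inhibition above the campaign mean inhibition plus 3 SD, cut at about 35% in these data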;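 note: 0% = GSTO1-1 with DMSO and 100% = wells lacking GSTO1-1 enzyme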
* hit, by the source's call; . = no result given.

SMILES	PAD4 inh	PAFAH1B2 inh	GSTO1 inh	LYPLA1 counter	PME-1 primary	pPAFAH FP inh	LYPLA2 inh	PAFAH2 FP inh	PAFAH1B3 inh
COc1cc(C)c(NC(=O)COc2ccc3c(c2)CCC3)cc1OC	0.7	-2.2	.	3.4	0.2	5.3	12.2	0.2	3.6
Cc1cc(C)cc(NC(=O)CN2CCN(c3ccccc3)CC2)c1	0.6	-0.4	1.5	0.2	-1.2	-2.5	2.2	-5.0	5.8
CCOC(=O)/C(=N\Nc1ccccc1Cl)N1CCN(C)CC1	-8.5	-2.1	1.9	-2.9	-5.1	-4.2	-11.2	5.2	3.0
CC(C)(O)C#Cc1ccc(CN2CCCC(CNC(=O)c3ccco3)C2)cc1 (stereo not given)	5.5	0.4	-0.2	-0.3	7.6	5.5	-4.2	1.4	-5.8
CCN(CC(=O)Nc1c(F)cccc1F)C(=O)CSc1nc(C)cc(C)n1	0.1	0.3	5.3	0.1	6.3	2.7	2.0	-5.6	6.1
CC(=O)NC1(C(F)(F)F)NC(=O)N(CCc2ccccc2)C1=O (stereo not given)	1.5	2.8	-0.8	-1.8	-0.1	5.2	4.3	2.4	8.7
Cc1ccc(S(=O)(=O)OCCC2=CC(=O)CCN2Cc2ccccc2)cc1	0.7	-9.7	.	.	.	10.9	.	6.0	-1.8
CC1=CC=CC2=N/C(=N\S(=O)(=O)c3ccc(F)cc3F)c3ccccc3CN12	1.6	-2.9	-2.3	-3.5	-1.9	1.8	-3.0	-4.5	3.3
N#Cc1cc(S(=O)(=O)N2CCOCC2)ccc1N1CCOCC1	1.8	-4.6	4.7	-1.2	-11.5	-0.2	4.8	-7.0	5.4
CN1C(=O)[C@H]2[C@@H](C3CC3)N3C(=O)CN(Cc4ccccc4)C(=O)[C@@]3(C)[C@H]2C1=O	1.9	9.4	6.9	0.2	-1.2	5.8	4.2	-0.6	4.9
CC1CCCCC1NC(=O)c1cc(S(=O)(=O)N2CCOCC2)ccc1Cl (stereo not given)	-0.5	5.6	.	.	.	3.1	.	0.2	12.0
CN(/N=C/c1cccnc1)c1cnc2ccccc2n1	-2.2	0.5	-7.1	-0.6	-1.8	0.7	2.0	-1.9	0.0
OC[C@H]1O[C@H](OCc2ccccc2)[C@H](O[C@@H]2OC[C@@H](O)[C@H](O)[C@H]2O)[C@@H](O)[C@@H]1O	1.5	1.7	6.3	-0.6	7.8	0.5	-1.2	-2.2	5.6
Cc1c(C(c2cccc(Br)c2)c2c(C)n(C)n(-c3ccccc3)c2=O)c(=O)n(-c2ccccc2)n1C	-0.8	1.6	2.3	-0.5	1.5	0.7	0.5	38.7*	4.1
CCC(C)Sc1nc2c(c(=O)[nH]c(=O)n2C)n1CC(O)COc1ccccc1C (stereo not given)	0.9	4.9	-3.5	0.2	8.4	4.8	6.2	3.4	-2.8
CC1(C)O[C@@H]2C[C@H]3[C@@H]4CCC5=CC(=O)CC[C@]5(C)[C@@]4(F)[C@@H](O)C[C@]3(C)[C@]2(C(=O)CCl)O1	-4.7	6.5	-4.2	-1.8	-0.6	-0.1	7.0	-5.6	2.5
COCCCn1c(C(=O)N2CCOCC2)cc2c(=O)n3cccc(C)c3nc21	-2.4	6.9	-0.5	-1.0	4.1	2.8	2.9	5.0	3.3
COc1ccc([C@H]2CC(=O)C=C(c3ccc(Cl)c(C(F)(F)F)c3)C2)cc1OC	0.2	2.3	.	0.5	1.5	1.4	-2.4	3.2	10.1
Cc1ccc(O)c(C2=Nc3ccccc3N=C(c3cccc([N+](=O)[O-])c3)C2)c1	-0.4	-3.4	-5.2	-1.6	-0.2	-2.6	0.3	-5.6	-4.8
COc1cc2c(cc1NC(=O)CN1C(=O)NC3(CCc4ccccc43)C1=O)oc1ccccc12 (stereo not given)	-0.3	-5.0	-17.9	-26.3	-36.4	-1.4	-37.0	-22.5	-7.3
CCOC(=O)COc1nc(-c2ccco2)cc(-c2ccco2)c1C#N	-0.9	.	-7.5	-6.9	-1.9	12.7	-5.3	.	.
Cc1cccc(NC(=O)C(C)Sc2nc3ccccc3c(=O)n2CCCN2CCOCC2)c1 (stereo not given)	4.1	0.1	.	-2.2	-0.6	0.7	-1.9	-8.4	-4.6
CC(=O)c1c(C)[nH]c(C(=O)OC2CCCCC2=O)c1C (stereo not given)	-2.6	-1.0	-5.9	3.9	0.9	-4.0	3.5	-14.9	4.7
Cn1ccc2cc(NC(=O)Nc3cccnc3)ccc21	0.9	5.5	-2.2	-11.5	11.6	36.6*	-7.8	-16.3	19.8
CC(C)C(=O)Nc1nnc(Sc2ccc(N(C)C)cc2)s1	0.8	-0.5	-0.7	-1.3	6.8	1.2	5.0	-2.0	-2.3
O=C(CN1C(=O)c2cccc3cccc1c23)N1CCN(c2ccccc2)CC1	-6.7	3.3	5.5	-1.3	2.6	-0.2	-2.6	4.8	1.5
Cc1noc(C)c1CSc1ncnc2sc(C)c(C)c12	-3.7	-0.7	-0.9	6.6	-2.2	5.5	6.3	2.2	1.3
O=C(c1cccc(S(=O)(=O)NCCOc2ccccc2)c1)N1CCN(c2ncccn2)CC1	4.4	5.5	2.5	-1.7	-1.9	5.7	-0.8	-4.2	11.7
CCSc1nnc(NC(=O)C(C)Sc2nc3ccccc3[nH]2)s1 (stereo not given)	0.7	1.1	15.9	-1.3	5.7	-1.7	-0.6	1.3	12.1
CC(C)(C)OC(=O)NN1CC(=O)N2Cc3[nH]c4ccccc4c3C[C@H]2C1=O	-3.6	6.1	2.5	-0.3	5.1	-3.8	5.9	0.1	7.3
Cc1ccc(/C=N/NC(=O)NN(C)c2ncc(C(F)(F)F)cc2Cl)cc1	-1.5	0.6	2.8	0.8	-1.3	8.3	-2.0	6.3	7.7
CNc1ccc(/C=C(\C#N)C(=O)Nc2ccccn2)cc1[N+](=O)[O-]	-3.8	5.0	-0.5	5.7	-4.6	0.6	6.1	7.2	-5.5
CC(C)c1ccc(NC(=O)C2CCN(C(=O)[C@@H]3Cc4ccccc4CN3)CC2)cc1	-4.8	-0.3	5.0	0.7	5.7	4.7	5.4	2.8	-2.5
N/C(=N\OC(=O)c1ccc(Cl)c([N+](=O)[O-])c1)c1ccccc1	1.6	5.1	7.0	-0.6	-1.1	-2.8	1.5	2.9	12.8
Cc1cc(C)c(S(=O)(=O)N(C)c2ccccc2)c(C)c1	3.9	2.7	3.6	-5.6	0.7	2.2	-0.7	-0.6	3.4
Cc1cccc2c1-c1sc(C(=O)N3CCc4ccccc4C3)cc1CO2	5.5	2.9	-4.2	-5.7	-8.5	-5.4	-1.9	3.4	-5.4
CC(C)(C)C(=O)CSc1nc2ncc(Br)cc2[nH]1	0.5	2.6	4.1	4.0	-2.9	-1.5	7.5	7.6	5.9
COCCCn1c(=O)c2sccc2n(Cc2cc(C(=O)OC)ccc2OC)c1=O	-0.5	2.3	8.7	4.3	-2.6	-5.7	3.3	1.3	7.6
COc1ccc(Cl)cc1NC(=O)Nc1ccccc1SC	0.3	8.7	-9.1	-1.3	-5.3	5.0	-1.4	4.8	6.4
O=C(c1ccc2c(c1)N(Cc1ccccc1F)C(=O)c1ccccc1S2(=O)=O)N1CCCC1	7.0	0.4	-0.4	-1.9	1.9	2.5	8.1	-0.6	6.0
CN(CC1COc2ccccc2O1)C(=O)c1cccc(S(=O)(=O)N2CCCC2)c1 (stereo not given)	-4.7	-0.3	.	0.1	1.2	1.9	2.6	0.4	6.1
N#C/C(=C\c1ccc2c(c1)OCCO2)C(=O)Nc1ccc(C(=O)O)cc1	-3.4	0.6	1.9	3.8	-0.5	3.9	-0.7	-4.0	2.8
Cc1ccc(NC(=O)COC(=O)CNC(=O)c2cccc([N+](=O)[O-])c2)cc1S(=O)(=O)N1CCCCCC1	3.4	5.1	6.2	-9.6	4.2	1.6	-9.5	-2.7	-1.9
CC1(C(=O)NCCCNc2ncc(C(F)(F)F)cc2Cl)C=CCN1C(=O)c1ccccc1 (stereo not given)	5.2	-6.3	4.7	-0.4	4.4	10.4	-0.2	-2.0	-5.7
O=C(Nc1ccc2c(c1)OCCO2)c1ccccc1	5.9	0.3	3.8	1.8	3.0	2.2	5.6	-0.6	-1.1
O=C(Nc1ccc2c(c1)OCCO2)N1CCN(Cc2ccccc2)CC1	-0.8	-1.8	-0.1	-0.2	0.1	2.2	3.4	-0.4	4.3
CCOCc1cn(CC(=O)c2ccc([N+](=O)[O-])cc2)c(C)nc1=N	3.9	0.1	12.8	2.6	3.0	6.6	0.4	-2.4	3.0
Cc1ccc(Cn2ccc(=O)c(OCc3c(Cl)cccc3Cl)c2C)cc1	-3.6	2.2	4.4	1.7	0.9	12.1	0.8	-6.1	3.1
COc1ccc(S(=O)(=O)N2CCN(C(=O)CCSc3ccccc3)CC2)cc1	3.0	16.7	.	-0.8	5.4	4.2	5.4	7.0	-5.6
Cc1cc(C)c(C#N)c(SCc2ccccc2F)n1	-0.6	3.3	3.9	-2.5	-0.2	4.1	5.3	-0.3	2.6

(next part)
SMILES	PAD4 inh	PAFAH1B2 inh	GSTO1 inh	LYPLA1 counter	PME-1 primary	pPAFAH FP inh	LYPLA2 inh	PAFAH2 FP inh	PAFAH1B3 inh
O=C(COC(=O)c1ccc(C(F)(F)F)cc1)Nc1cccc(S(=O)(=O)NC2=NCCCCC2)c1	-4.0	2.7	.	.	.	22.4	.	20.8	4.8
COc1ccc(N2CCN(C(=O)CN3C(=O)NC(c4ccc(OC)cc4)(c4ccc(OC)cc4)C3=O)CC2)cc1	1.9	-0.5	1.0	0.0	0.0	1.0	-2.1	6.0	-3.2
Cc1nc(Nc2ccc(C(=O)O)cc2)sc1-c1ccccc1	2.2	20.0	1.6	6.7	4.2	2.5	6.3	7.1	6.1
Cc1c(NC(=O)C(C)SC(=S)N2CCCC2)c(=O)n(-c2ccccc2)n1C (stereo not given)	-5.6	-3.3	.	-0.6	-1.3	-1.1	-0.5	2.8	4.5
Cn1cc(CN2CCC(C(O)c3cccs3)CC2)c(-c2ccccc2F)n1 (stereo not given)	0.8	0.0	9.4	-2.9	-5.1	0.1	1.4	-3.6	1.4
CCOc1cccc(CNc2nnnn2C)c1	1.2	1.4	1.4	-2.2	-1.1	16.1	-4.8	0.3	8.7
Cc1ccccc1C(=O)N/N=C/c1cccc2ccccc12	-1.6	-2.7	5.0	-3.3	5.7	0.0	-1.6	1.8	6.5
CSc1ccccc1NC(=S)Nc1cc(C)cc(C)c1	0.4	-0.7	-4.2	-0.7	-3.2	-4.5	4.8	-3.7	-0.9
COc1ccccc1N(C)S(=O)(=O)c1ccc(C(=O)N2CCCc3ccccc32)cc1	0.4	0.0	-3.5	0.7	-4.0	2.6	7.2	1.8	1.5
C[C@H](CO)N1C[C@H](C)[C@@H](CN(C)C(=O)Nc2ccc3c(c2)OCO3)Oc2c(NS(=O)(=O)c3cn(C)cn3)cccc2C1=O	-0.3	9.3	.	.	.	2.3	.	5.7	3.4
COc1cc(CNn2cnnc2)ccc1OCC(=O)NC1CCCCC1	0.6	7.4	3.8	1.3	-3.8	-1.8	0.6	2.4	1.8
CN(CC(=O)NCCc1ccc(S(N)(=O)=O)cc1)CC(=O)Nc1ccc(Cl)cc1	4.8	0.7	.	.	.	3.2	.	2.6	5.2

An excerpt; rates above refer to the full screens.
